AMA1-RON2 inh – qHTS for Inhibitors of AMA1-RON; Towards Development of Antimalarial Drug Lead: Primary Screen; Plasmodium falciparum AMA1 (3D7) - RON2 peptide interaction; AlphaScreen AMA1-biotinylated RON2 peptide binding; Potency, µM (highest dose often 58.2 µM), for the others: top-dose activity change, negative = inhibition, actives largely listed as inhibitors; 360,000 compounds, 0.2% hits; AID 720542, 2013;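 note: potency is the fitted concentration of half-maximal effect; 0% = vehicle wells and -100% = peptide control; nearly all actives have a fitted effect of over 45% in size; some results filed as inactive show a strong effect at the top dose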
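AMA1 (3D7) with his tag at 25 nM final met compounds first, then biotinylated RON2 peptide at 25 nM; detection used donor plus acceptor beads, 10 µg/mL apiece, read by AlphaScreen after 30 min at room temperature.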
Sm TGR inh – qHTS Assay for the Inhibitors of Schistosoma Mansoni Peroxiredoxins; Schistosoma mansoni thioredoxin glutathione reductase (TGR), Q962Y6; purified TGR, DTNB reduction, TNB absorbance 405 nm; Potency, µM (titrated, usually from 114 µM), without a hit: at the highest dose activity change, negative = inhibition, usual class: inhibitors; 360,000 compounds, 3% hits; note: potency is the fitted concentration of half-maximal effect; nearly all actives have a fitted effect of over 60% in size
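TGR 20 nM + NADPH 100 uM (dispensed conc.), cpd preinc 15 min RT; start with NADPH (500 uM addition) then DTNB (15 mM addition). Kinetic TNB absorbance, 405 nm filter. Four-parameter Hill fit across titration.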
AmpC inh detg – qHTS Inhibitors of AmpC Beta-Lactamase (assay with detergent); P00811; AmpC hydrolysis of nitrocefin, absorbance 480 nm, 0.01% Triton; Potency, µM (top dose mostly 114 µM), inactives show at the highest dose activity change, negative = inhibition, usual class: inhibitors; 370,000 compounds, 0.041% hits; AID 485294, 2010;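 note: potency is the fitted concentration of half-maximal effect; 0% = no-compound wells and -100% = no-enzyme wells; nearly all actives have a fitted effect of over 25% in size; some results filed as inactive show a strong effect at the top dose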
Target sequence (P00811 whole entry, looked up): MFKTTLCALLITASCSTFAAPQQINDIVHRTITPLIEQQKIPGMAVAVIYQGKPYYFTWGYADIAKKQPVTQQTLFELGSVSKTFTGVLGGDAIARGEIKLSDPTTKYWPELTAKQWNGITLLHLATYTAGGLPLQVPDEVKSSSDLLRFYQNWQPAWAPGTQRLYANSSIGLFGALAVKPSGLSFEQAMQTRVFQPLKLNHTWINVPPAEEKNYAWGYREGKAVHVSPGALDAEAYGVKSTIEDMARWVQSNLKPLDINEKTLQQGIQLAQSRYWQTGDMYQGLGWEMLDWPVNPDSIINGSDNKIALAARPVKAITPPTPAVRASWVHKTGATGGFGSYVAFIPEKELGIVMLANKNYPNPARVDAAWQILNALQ
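20 mM phosphate pH 7.0 + 0.01% (detergent screen) or 0.0001% Triton X-100; 5.3 nM AmpC reagent; cpd preinc 15 min RT; nitrocefin (800 uM stock) to start; A480 q20 s × 4 min; Activity was normalised to no-enzyme and no-compound control wells.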
HCV inh – qHTS Assay for Inhibitors of Hepatitis C Virus (HCV); Huh7.5.1 HCVcc-Cre infection, luciferase reporter, 44 h; Potency, µM (highest dose often 41.8 µM), for the others: at the top dose activity change, negative = inhibition, most hits filed as inhibitors; 340,000 compounds, 3.4% hits; note: potency is the fitted concentration of half-maximal effect
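Infectious HCVcc-Cre (~0.5 moi) was added to cells just after compound, with cells seeded 4 h earlier at 1,000 per well. Luciferase activity after 44 h culture reported infection; substrate was incubated 15 min at room temperature before reading.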
Giardia FBPA inh – qHTS Assay for Inhibitors of Fructose-1,6-bisphosphate Aldolase from Giardia Lamblia; purified Giardia FBPA; Potency, µM (highest dose often 59.6 µM), inactives show top-dose activity, negative = inhibition, actives largely listed as inhibitors; 290,000 compounds, 0.71% hits; AID 2451, 2010; note: potency is the fitted concentration of half-maximal effect; nearly all actives have a fitted effect of over 55% in size
Target sequence (A8B2U2 whole entry, looked up): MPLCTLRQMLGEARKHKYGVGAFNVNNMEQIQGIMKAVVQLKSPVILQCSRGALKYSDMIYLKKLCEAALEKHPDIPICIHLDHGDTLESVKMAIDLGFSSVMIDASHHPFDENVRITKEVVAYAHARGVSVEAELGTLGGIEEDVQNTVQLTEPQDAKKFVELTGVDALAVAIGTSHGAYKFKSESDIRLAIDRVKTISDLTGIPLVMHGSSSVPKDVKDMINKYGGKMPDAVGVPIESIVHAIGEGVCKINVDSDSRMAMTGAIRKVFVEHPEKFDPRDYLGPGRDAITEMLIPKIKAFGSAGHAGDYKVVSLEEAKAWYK
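40 nM FBPA preincubated 10 min at RT with compound (up to 57.5 uM final), then substrate plus GAPDH/TPI/NAD/arsenate coupling and diaphorase/resazurin added. Fluorescence read after 20 min at RT, 525/598 nm.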
HCMV antiviral – qHTS Assay for inhibitors of the human cytomegalovirus (HCMV); activity change, negative = inhibition, % at 57.5 µM; 410,000 compounds, 4.5% hits; HFF cells, HCMV-luciferase reporter, 72 h; hits give low values; in the data active = activity change below about -60%; inconclusive = no clear call, values can overlap the other calls; inactive = above about -39%
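Luciferase read-out from HCMV-luciferase-infected HFFs (MOI 1 PFU/cell) 72 h post infection at 37C; compounds added after 16 h cell attachment; activity normalized between buffer-only basal and Salinomycin (10uM) inhibitor controls.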
Active calls of the source: *; ? = inconclusive; · = no result given; & = joins results of further samples; [ ] = remark or other dose. Unless noted, calls come from the whole dose curve; as a rule, active = well fitted curve in the direction sought with a large enough effect; inconclusive = small, poorly fitted or top-dose-only effect, or another doubt; inactive = no such curve, though single readings can be large; an effect the other way counts as inactive or inconclusive. Unless noted, % is set by controls: 0 for no effect and ±100 for the full control effect.

Every second line gives: HCV inh	AmpC inh detg	HCMV antiviral	Giardia FBPA inh	AMA1-RON2 inh	Sm TGR inh
- C=CCCCCc1nc2ccccc2c(=O)n1N
 : 19%	-4%	-21	1%	-4%	-3%
- CCOCCCNC(=O)CNC(=S)N(Cc1ccccc1F)C1CCCCC1
 : -13%	?	19	2%	-1%	-4%
- Cc1c(CNC2CCCCCC2)c(C(=O)O)c(C)n1Cc1ccc(F)cc1
 : ·	2%	-15	·	·	-13%
- CCOc1ccc(CCNC(=O)c2cc3cc4ccc(OC)cc4nc3s2)cc1OCC
 : ·	10%	-13	·	·	0%
- CC(C)CCNC(=O)C1CC(c2ccccc2C(F)(F)F)=NO1 (stereo unspecified)
 : -6%	-4%	8	2%	-5%	-13%
- CCC(C)NC(=O)Cn1cnc2sc(C)c(S(=O)(=O)N3CCN(c4ccccc4OC)CC3)c2c1=O (stereo unspecified)
 : -19%	-14%&5%	11&9	3%	27%	-1%&6%
- C/C(=N/NS(=O)(=O)c1ccc(Br)cc1)c1c[nH]c2ccccc12
 : -3%	-3%	-13	·	-15%	40µM*
- Cc1ccc(C2CC(=O)c3cnc(N4CC(C)CC(C)C4)nc3C2)cc1 (stereo unspecified)
 : ·	?	·	8%	·	1%
- COc1ccc(C2CC(C(F)(F)F)n3nc(C(=O)N(C)Cc4cn(C)nc4C)c(Cl)c3N2)cc1 (stereo unspecified)
 : -5%	-2%	-26	-5%	1%	-19%
- Cc1ccn2c(NC(=O)C(C)(C)Oc3ccc(Cl)cc3)c(-c3cccs3)nc2c1
 : ?	-13%	-60*	-5%	-8%	6%
- COc1ccc(OC)c(NC(=O)Cc2c(C(=O)O)n(C)c3ccccc23)c1
 : 4%	10%	-1	-21%	-3%	28%
- Cc1cc(/C=C2\SC(=O)N(C)C2=O)c(C)n1-c1cccc(C(=O)O)c1
 : 10%	-1%	-36	5%	-3%	-28%
- CCOC(=O)c1c(C)n(C)c2ccc(OC(=O)c3ccc(N4C(=O)CCC4=O)cc3)cc12
 : ?	-15%	-16	-5%	-12%	-6%
- Cc1cc2oc(=O)cc(COC(=O)Cn3cnnn3)c2cc1C(C)C
 : -28%	-7%	-18	3%	29%	-19%
- Cn1c(C=O)c(C#Cc2ccccc2)c2ccccc21
 : 7.9µM*	10%	21	·	166%[activator]	-2%
- COc1ccc(/C=C/C(=O)O)cc1S(=O)(=O)N1CCCC1
 : -1%	5%	103	10%	18%	-5%
- CC(=O)Nc1ccc(S(=O)(=O)NCCC(=O)NC(C)c2cccs2)cc1 (stereo unspecified)
 : 12%	·	-5	·	-5%	·
- CCOc1ccc(S(=O)(=O)N2CC(=O)Nc3ccccc32)cc1C#N
 : 6%	0%	-8	9%	7%	7%
- Cc1ccc(Nc2nc(Cl)nc(NC3CCCCC3)n2)cc1
 : ?	-10%	40	-2%	4%	-2%
- c1n[nH]c(NCc2ccc3c(c2)OCO3)n1
 : 2%	-16%	-12	1%	0%	-10%
- COc1cc(NC(=O)Cn2c(=O)n(Cc3ccccc3Cl)c(=O)c3cc(OC)c(OC)cc32)cc(OC)c1
 : ·	2%	3	·	·	1%
- CNC(=S)N1N=C(c2ccc(C)cc2)CC1c1ccc(OC)c(OC)c1 (stereo unspecified)
 : 5%	-4%	-17	-2%	-19%	-4%
- Cc1ccc(NC(=O)c2c(NC(=O)Cc3ccccc3)sc3c2CCCC3)cc1
 : ·	13%	-15	·	·	3%
- O=S(=O)(NC1CCN(S(=O)(=O)c2c(F)cccc2F)C1)c1ccc2c(c1)OCCO2 (stereo unspecified)
 : ·	7%	-78*	·	·	-5%
- Cc1ccc(CNC(=O)Cn2c([N+](=O)[O-])cnc2C)cc1
 : 8%	-5%	24	-1%	5%	-3%
- Cc1ccc(NC(=S)N2C3CCCC2CC(NC(=O)C2CC2)C3)cc1C (stereo unspecified)
 : 11%	10%	24	-19%	-2%	-3%
- CN1CCC(=NOc2ccc([N+](=O)[O-])cc2)CC1
 : -22%	-1%	-13	3%	1%	-6%
- COc1ccc(CCNCc2csc3nc4ccccc4n23)cc1OC
 : ?	-3%	?	-15%	-10%	6%
- Cc1cc(C)c(C#N)c(SCS(=O)Cc2ccc(Cl)cc2)n1 (stereo unspecified)
 : 11µM*	5%	?	1%	6%	-28%
- Cc1ccc(COCCN2CCN(S(=O)(=O)c3ccccc3)CCC2=O)cc1
 : 2%	8%	-30	15%	0%	7%
- Cc1ccccc1NCC(=O)N/N=C\c1ccc2c(c1)OCO2
 : 0%	2%	-25	0%	4%	-1%
- CN(CC(=O)Nc1cccc(F)c1)C(=O)c1cccc2ccccc12
 : -2%	5%	4	·	3%[11.6 µM]	0%
- COc1cc(C(=O)N(Cc2ccc(F)cc2)Cc2ccco2)cc(OC)c1OC
 : ·	-10%	-22	·	·	-7%
- O=c1[nH]c(C2CCCCC2)nc2ccccc12
 : 6%	?	-27	-1%	-3%	-9%
- COc1cc(OC)cc(C(=O)N2CCN(S(=O)(=O)c3ccc(Cl)s3)CC2)c1
 : 5%	1%	0	·	2%	-4%
- CCOc1ccc(C(=O)c2oc3ccccc3c2NC(=O)c2cc(=O)c3ccc(C)cc3o2)cc1
 : ·	-5%	15	·	·	18%
- Cc1ccc(S(=O)(=O)N2CCN(C(=O)N3CCOCC3)CC2)c(C)c1
 : -1%	-4%	-7	11%	5%	10%
- COc1ccc(C(=O)N2c3ccccc3CC2C)cc1OC (stereo unspecified)
 : 1%	2%	43	10%	0%	-2%
- O=C(Oc1nsnc1N1CCOCC1)N1CCOCC1
 : 9%	?	56	9%	0%	2%
- O=C(COc1ccccc1Cl)Nc1ccc2nc(SCC(=O)N3CCCC3)sc2c1
 : ·	2%	?	·	·	-2%
- CCC12CN(C(=O)c3ccco3)CC(CC)(CN(C(=O)c3ccco3)C1)C2=O
 : 28%	-5%	15	·	-11%	-2%
- O=C(C1CC1)N1c2ccccc2Sc2ccccc21
 : -17%	3%	4	14%	6%	?
- CCOC(=O)CCN(Cc1ccccc1)S(=O)(=O)c1csc(C(N)=O)c1
 : -15%	1%&3%	-15&-11	·	-1%	-10%&4%
- N#CC1CC(c2ccccc2)=NN1c1ccccc1[N+](=O)[O-] (stereo unspecified)
 : ?	-11%	-64*	-6%	-1%	-10%
- Cc1ccc(C)c(C(=O)CN2C(=O)NC3(CCCCCCC3)C2=O)c1
 : -11%	3%	32	0%	-3%	-7%

Two records drawn at random from the list so far, as already listed:
Every second line gives: HCV inh	AmpC inh detg	HCMV antiviral	Giardia FBPA inh	AMA1-RON2 inh	Sm TGR inh
- CCOc1ccc(C(=O)c2oc3ccccc3c2NC(=O)c2cc(=O)c3ccc(C)cc3o2)cc1
 : ·	-5%	15	·	·	18%
- Cc1ccc(NC(=S)N2C3CCCC2CC(NC(=O)C2CC2)C3)cc1C (stereo unspecified)
 : 11%	10%	24	-19%	-2%	-3%

(further entries)
Every second line gives: HCV inh	AmpC inh detg	HCMV antiviral	Giardia FBPA inh	AMA1-RON2 inh	Sm TGR inh
- CCc1nc2sccc2c(=O)n1N
 : 20%	4%	8	2%	-4%	-4%
- C1CN(c2nc3nonc3nc2N2CCOCC2)CCO1
 : ·	-8%	·	3%	·	3%
- CC(=O)Nc1nc2cc3c(cc2s1)OCO3
 : 8%	-4%	-5	1%	-6%	-1%
- Cc1ccc(Oc2ncc(CN3CCOCC3)s2)cc1
 : 16%	-11%	39	2%	-11%	11%
- O=C(C[N+]1(CC#Cc2ccccc2)CCCCC1)c1ccc(Cl)cc1
 : -25%	6%	-27	3%	13%	-33%
- Cc1c(CN2CCC(C(=O)Nc3cccc(-c4cccc(Cl)c4)c3)CC2)cnn1C
 : ?	-5%	?	2%	9%	-1%
- O=C1NC(c2ccccc2)=C(c2ccc3ccccc3n2)C(c2ccncc2)N1 (stereo unspecified)
 : 22%	-5%	47	3%	-1%	1%
- NC(=O)NC(c1ccccc1)c1cccc2ccccc12 (stereo unspecified)
 : 8%	0%	63	1%	-4%	94%[activator]
- COc1ccc(CCNC(=S)Nc2cccc(C)c2)cc1
 : -24%	4%	·	-7%	-6%	-8%
- CCOC(=O)c1ccc(S(=O)(=O)N(CCO)Cc2cc3cc(OC)c(OC)cc3[nH]c2=O)cc1
 : 14%	4%	-34	1%	29%	5%
- Cc1nc(-c2ccccc2)nc(-c2ccccc2)n1
 : 44%[activator]	-11%	35	·	27%	-4%
- Cc1cc(C(=O)NCC(=O)OC(C(=O)Nc2cc(C(F)(F)F)ccc2Cl)c2ccccc2)ccc1[N+](=O)[O-] (stereo unspecified)
 : -28%	-9%	-12	-6%	-12%	10%
- Cc1cc(C(F)(F)F)n(-c2nc(C(=O)NNS(=O)(=O)c3ccccc3[N+](=O)[O-])cs2)n1
 : -13%	-7%	22	2%	49%[activator]	-5%
- CN(C(=O)CSc1nnc(-c2cccnc2)n1-c1ccccc1F)C1CCS(=O)(=O)C1 (stereo unspecified)
 : 22%	-3%	9	0%	10%	3%
- COc1ccccc1NC(=S)N1CCC(c2nc3cc(C)c(C)cc3[nH]2)CC1
 : 9%	0%	4	1%	-7%	3%
- Cc1ccc2ncnc(Nc3cccc([N+](=O)[O-])c3)c2c1
 : ?	-6%	?	-4%	-3%	0%
- CO/N=C\C(=N\Nc1ccc(OC)cc1)C(=O)c1ccccc1
 : ?	?	12	-7%	-17%	-20%
- CCn1c(-c2cc(OC)ccc2OC)csc1=Nc1c(C)n(C)n(-c2ccccc2)c1=O
 : -24%&23%	-1%	-26	-2%	-6%	-3%
- CCOC(=O)CCNC(C)C1COc2ccccc2O1 (stereo unspecified)
 : 8%	-4%	-15	-17%	-22%	2%
- CCCCCC(=O)NNC1CC(=O)N(c2ccccc2)C1=O (stereo unspecified)
 : 11%	2%	22	-4%	-4%	-25%
- CCCc1cc(N2CCN(c3cc(Cl)ccc3C)CC2)n2cnnc2n1
 : ·	15%	-17	·	·	22%
- O=C(NCCCCCCNC(=O)OCCO)OCCO
 : 5%	4%	-4	1%	32%[activator]	10%
- CCOC(=O)C(NC(=O)CCC(=O)Nc1ccc(S(N)(=O)=O)cc1)C(O)c1ccccc1 (stereo unspecified)
 : 25%	9%	·	-1%	-5%	-4%
- Cc1cc2ccccn2c1C(=O)c1cc([N+](=O)[O-])cc([N+](=O)[O-])c1
 : ?	-3%	?	-6%	?	-2%
- CCn1c(SCC(=O)N2CCC(C)CC2)nc2c(c1=O)SC(C)C2 (stereo unspecified)
 : -5%	-6%	-14	8%	-11%	-32%
- Cc1ccc(-n2nc(C)c(/C=N/n3c(C)n[nH]c3=S)c2Cl)cc1
 : 13%	2%	-26	-2%	53%[activator]	3%
- c1ccc(CSc2ccc(-c3cccs3)nn2)nc1
 : -16%	0%	10	0%	4%	-17%
- O=[N+]([O-])c1ccc2cc[nH]c2c1
 : 28%	·	-2	·	?	·
- CCN1CCN(C(=O)c2nn(-c3ccccc3)c(=O)c3ccccc23)CC1
 : 4%	-14%	27	1%	2%	1%

High-throughput results: PubChem BioAssay, National Center for Advancing Translational Sciences (NCATS)
